Hck Nef HTS: inhibitors of human Hck kinase activated by Nef; P08631; Recombinant Hck-YEEI plus Nef, Z-Lyte FRET kinase assay; inhibition, % at 20 µM; 0.68% of 220,000 active; AID 463187;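 active means Hck-Nef kinase inhibition above about 50%, limit read from the data; inactive means inhibition below that limit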;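 further: 0% = DMSO with Hck plus Nef and 100% = Hck alone without Nef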
14-3-3 Bad inh: disrupts binding of bovine 14-3-3 zeta to phospho-Bad peptide; P63103; TR-FRET 14-3-3zeta/Dy647-pBad peptide displacement, 1 h; inhibition, % at 21.7 µM; 0.71% of 220,000 active;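 active means inhibition above about 70%, limit read from the data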;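 further: 0% = full 14-3-3 plus peptide FRET controls and 100% = background without 14-3-3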
Target sequence (P63103 whole entry, looked up): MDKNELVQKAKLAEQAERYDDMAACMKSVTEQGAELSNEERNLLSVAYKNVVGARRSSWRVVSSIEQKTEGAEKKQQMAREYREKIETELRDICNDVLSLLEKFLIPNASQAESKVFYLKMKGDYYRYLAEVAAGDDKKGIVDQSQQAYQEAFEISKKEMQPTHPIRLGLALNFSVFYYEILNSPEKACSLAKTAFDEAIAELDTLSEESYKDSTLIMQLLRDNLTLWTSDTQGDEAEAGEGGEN
Runt-SMMHC FRET: Runt domain-CBFb-SMMHC interaction inhibition | Q01196+Q13951 | Cerulean-Runt/Venus-CBFb-SMMHC FRET ratio 530/480, 1 h | inhibition, % at 20 µM | 0.74% of 220,000 active;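 active means mean inhibition across duplicate retests at 20 µM reaching about 50%, limit read from the data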;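 further: 0% = DMSO wells and 100% = wells with excess untagged CBFb-SMMHC; inhibitors lower the FRET ratio by blocking Runt binding to CBFb-SMMHC; some results filed as inactive read as strong as hits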
thrombin 1536: thrombin (human) inhibition. P00734. AID 1046. 0.26% of 220,000 active. inhibition, % at 5 µM. alpha-thrombin, Boc-VPR-AMC fluorogenic substrate cleavage;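 active means inhibition at or above 40%; inactive means inhibition below 40%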;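 further: 0% = enzyme with no compound and 100% = wells without enzyme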
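System: human alpha-thrombin protein; Compound dosing: one concentration per compound, 5 µM, with 0.2% DMSO; Timing: reaction at room temperature; Technique: AMC fluorescence, 355/460 nm; Controls: enzyme without compound as high, wells lacking enzyme as low.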
KLK5 inh: kallikrein 5 (human) inhibition; Q9Y337; recombinant hK5, fluorogenic AMC substrate cleavage; inhibition, % at 5 µM; 0.59% of 210,000 active; AID 873;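 active means inhibition of 40% or more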;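 further: 0% = enzyme controls without compound and 100% = no-enzyme blanks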
Target sequence (Q9Y337 67-293 limits assumed): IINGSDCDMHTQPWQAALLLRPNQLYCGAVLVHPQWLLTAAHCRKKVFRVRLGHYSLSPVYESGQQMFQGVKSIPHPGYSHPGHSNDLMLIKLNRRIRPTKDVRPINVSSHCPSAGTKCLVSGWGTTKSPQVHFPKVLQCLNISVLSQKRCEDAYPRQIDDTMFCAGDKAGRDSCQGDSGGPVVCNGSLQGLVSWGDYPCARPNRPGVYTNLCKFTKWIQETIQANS
Runt-CBFb FRET: inhibitors of human RUNX1 Runt domain binding to CBFb; Cerulean-Runt/Venus-CBFb FRET ratio 530/480, 1 h; inhibition, % at 20 µM; 0.46% of 220,000 active; AID 1496;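 active means inhibition over about 50% at 20 µM in the single-dose screen, limit read from the data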;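 further: 0% = DMSO wells and 100% = excess unlabeled CBFb competitor control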
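System: Cerulean-labeled Runt domain protein | Quantity: 100 nM of each labeled protein | Schedule: 1 h compound exposure, room temperature | Detection: Fluorescence energy transfer, 422 nm excitation, 530/480 nm emission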
FXIa inh: blocks human coagulation factor XIa protease activity. P03951. 0.14% of 220,000 active. inhibition, % at 5 µM. AID 798. purified FXIa, Boc-Glu-Ala-Arg-AMC fluorogenic substrate;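 active means inhibition of at least 40%; inactive means inhibition below 40%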;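 further: fluorescence of freed AMC excited at 355 nm; 0% = enzyme without compound and 100% = no enzyme blank; many of its hits are not listed in these tables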
Wee1 degr inh: blocks degradation of human Wee1 kinase; P30291; 1.2% of 220,000 active; reporter increase, % at 5 µM; HeLa Luc-Wee1K328M stability, luciferase luminescence; 100% = proteasome inhibitor MG132 effect; AID 1321;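 active means activation above the mean of all tested compounds plus 3 SD, set per screening run, cut at about 8.8% in these data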;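 further: cells exposed to compound for 20 h before luminescence read; 0% = DMSO alone and 100% = MG132 at 30 µM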
FXIIa inh: factor XIIa (human) inhibition; P00748; purified FXIIa, Boc-QGR-AMC fluorogenic substrate, 2 h; inhibition, % at 5 µM; 0.3% of 220,000 active; AID 800; in the data active means inhibition above about 40%;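 further: 0% = enzyme with no compound and 100% = blank without enzyme; many of its hits are not listed in these tables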
Target sequence (P00748 20-372 limits assumed): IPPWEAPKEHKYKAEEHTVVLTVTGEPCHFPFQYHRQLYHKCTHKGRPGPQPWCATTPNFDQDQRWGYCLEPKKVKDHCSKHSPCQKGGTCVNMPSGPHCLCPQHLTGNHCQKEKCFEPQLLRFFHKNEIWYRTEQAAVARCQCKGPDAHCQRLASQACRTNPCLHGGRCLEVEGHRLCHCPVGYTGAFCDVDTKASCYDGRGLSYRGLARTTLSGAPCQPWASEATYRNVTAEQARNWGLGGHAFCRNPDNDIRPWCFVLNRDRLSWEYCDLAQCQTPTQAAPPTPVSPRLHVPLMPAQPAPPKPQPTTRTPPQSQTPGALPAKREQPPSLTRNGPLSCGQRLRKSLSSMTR
Target sequence (P00748 373-615 limits assumed): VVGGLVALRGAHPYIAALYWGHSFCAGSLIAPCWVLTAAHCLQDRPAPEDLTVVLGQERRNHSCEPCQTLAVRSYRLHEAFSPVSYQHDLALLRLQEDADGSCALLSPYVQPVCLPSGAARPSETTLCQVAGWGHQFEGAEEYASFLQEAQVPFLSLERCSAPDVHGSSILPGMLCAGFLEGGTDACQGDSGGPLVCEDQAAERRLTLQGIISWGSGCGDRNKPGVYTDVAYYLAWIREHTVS
Active calls of the source: *; . = not tested or not shown; [ ] = another dose, or the depositor's remark.

The opening 4 records, ahead of the listing:
SMILES | Hck Nef HTS | 14-3-3 Bad inh | Runt-SMMHC FRET | thrombin 1536 | KLK5 inh | Runt-CBFb FRET | FXIa inh | Wee1 degr inh | FXIIa inh
CCOC(=O)c1c(NC(=O)CN2C(=O)NC(C)(c3ccc(Cl)cc3)C2=O)sc(C(=O)NC)c1C (centres undefined) | 28.4 | -13.8 | 1.7 | -8.1 | -11.9 | -6.6 | -1.2 | 3.5 | -0.6
Cc1cccc(C(=O)Oc2ccccc2-c2nnco2)c1 | 1.4 | -0.3 | 4.1 | 0.2 | -12.5 | -1.0 | 2.3 | 0.0 | 14.3
CC1(C)CC(=O)c2sc(NC(=O)C(C)(C)C)nc2C1 | 3.6 | 3.7 | -5.7 | -9.1 | . | 2.0 | -1.8 | 2.2 | 3.0
COCCN1CCc2[nH]c(=S)[nH]c(=O)c2C1 | -1.2 | -1.9[fluorescence artefact?] | -2.7 | -7.3 | 4.1 | 4.1 | -6.4 | -1.1 | -1.1

The listing, repeating the preview:
SMILES | Hck Nef HTS | 14-3-3 Bad inh | Runt-SMMHC FRET | thrombin 1536 | KLK5 inh | Runt-CBFb FRET | FXIa inh | Wee1 degr inh | FXIIa inh
CCOC(=O)c1c(NC(=O)CN2C(=O)NC(C)(c3ccc(Cl)cc3)C2=O)sc(C(=O)NC)c1C (centres undefined) | 28.4 | -13.8 | 1.7 | -8.1 | -11.9 | -6.6 | -1.2 | 3.5 | -0.6
Cc1cccc(C(=O)Oc2ccccc2-c2nnco2)c1 | 1.4 | -0.3 | 4.1 | 0.2 | -12.5 | -1.0 | 2.3 | 0.0 | 14.3
CC1(C)CC(=O)c2sc(NC(=O)C(C)(C)C)nc2C1 | 3.6 | 3.7 | -5.7 | -9.1 | . | 2.0 | -1.8 | 2.2 | 3.0
COCCN1CCc2[nH]c(=S)[nH]c(=O)c2C1 | -1.2 | -1.9[fluorescence artefact?] | -2.7 | -7.3 | 4.1 | 4.1 | -6.4 | -1.1 | -1.1
CC(C)(C)c1cc[n+](CC(=O)Nc2cc(C(F)(F)F)ccc2N2CCOCC2)cc1 | 14.2 | -10.6 | -2.5 | -1.7 | -13.8 | -1.3 | -7.2 | -1.1 | -1.8
COC(=O)c1ccc(C2NC(=O)NC(C)=C2C(=O)N(C)C)cc1 (centres undefined) | 0.7 | -2.9 | -4.8 | -3.1 | 0.6 | 1.5 | 0.8 | -1.0 | 6.9
O=C(N/C(=C\c1cccnc1)c1nc2ccccc2[nH]1)c1cccc(Br)c1 | 4.5 | -4.7 | -1.4 | -3.6 | -15.5 | -3.3 | 8.2 | -4.3 | 11.3
CCn1c(CCNC(=O)c2ccc(OC)cc2)nnc1SCC(=O)Nc1ccccc1F | -16.8 | -3.6 | -5.7 | 1.9 | -5.5 | 1.0 | 0.4 | 2.7 | 7.7
CNC(=S)N/N=C/c1c(C)cccc1Cl | 7.9 | -0.9 | 2.3 | -0.3 | -4.7 | -0.6 | -2.6 | -1.4 | 1.5
CNC(=O)CSc1nnc(-c2ccccc2)n1C | -4.1 | -5.7 | 1.1 | -4.0 | -8.0 | -0.3 | -5.1 | -0.1 | 4.1
Cc1ccc(NC(=S)NCc2cccn2C)cc1 | 2.2 | 0.8 | -4.5 | 0.3 | -5.4 | 3.0 | 0.8 | 7.3 | 14.1
CCOC(=O)C1(C)Oc2ccc(S(=O)(=O)CC)cc2NC1=O (centres undefined) | 20.6 | -17.5 | -0.4 | -7.8 | 0.4 | 0.2 | -39.0 | -2.8 | 2.7
COc1cc(-n2nnnc2SCC(=O)N2CCN(c3ccc(F)cc3)CC2)c(OC)cc1Cl | 0.9 | 8.4 | 1.2 | -1.6 | -11.9 | -2.2 | 0.1 | -2.9 | 11.6
COc1ccc(S(=O)(=O)CCC(=O)NCCc2cccc(C)c2)cc1 | -0.1 | -6.1 | -0.3 | -3.8 | 2.1 | 3.3 | 11.6 | 0.8 | 5.6
CCC(C)(C(=O)NC1CCCC1)N(C)C(=O)c1ccccn1 (centres undefined) | -9.7 | 3.1 | -1.7 | 2.6 | -7.0 | 0.4 | 1.2 | -0.2 | 9.8
Fc1ccc(Nc2nc3ccccc3s2)cc1 | 11.9 | -5.9 | -1.6 | -32.3 | -2.6 | 0.4 | -8.8 | 0.6 | 7.6
CCN(CC)c1ccc(NS(=O)(=O)c2ccc3c(c2)oc(=O)n3C)c(C)c1 | 1.2 | 7.4 | 0.8 | -7.8 | -34.5 | 13.3 | -7.7 | -0.3 | 0.6
N#Cc1c(-c2ccc(Cl)cc2)ccn2nc(C3CCCCC3)nc12 | -0.1 | 10.2 | -12.4 | -3.9 | -2.5 | -2.3 | -10.7 | 3.7 | 2.0
Cc1ccccc1C(=O)NC1CCN(CC(=O)Nc2nccs2)CC1 | 1.1 | -6.9 | -5.1 | -2.4 | -9.7 | -4.0 | 3.5 | -0.1 | -5.3
Cc1ccc(CCN2C(=O)CCC2(C)C(=O)NC2CCCC2)cc1 (centres undefined) | -7.7 | -3.1 | 1.2 | -4.5 | -12.5 | -0.9 | 2.9 | 0.9 | 4.3
Cc1c(Cl)cccc1NC(=O)CCCCCN1C(=O)CCC1=O | 3.6 | 5.3[fluorescence artefact?] | -2.1 | 8.3 | -18.7 | 1.4 | 0.2 | -2.2 | 2.6
Cc1cc(NC(=O)CSc2ncnc3sccc23)no1 | 0.9 | -12.6 | 81.5 | 0.9 | 9.9 | 1.5 | 2.3 | -1.6 | 11.5
COc1cc(OC)cc(C(=O)NNC(=O)Cc2ccc(OC)c(S(=O)(=O)N3CCOCC3)c2)c1 | 1.1 | 7.6 | -5.5 | -3.3 | -7.4 | 1.2 | 7.1 | -3.2 | 4.6
CCS(=O)(=O)N1Cc2ccccc2CC1C(=O)Nc1nc2ccccc2s1 (centres undefined) | 5.1 | -4.3[fluorescence artefact?] | -9.1 | -3.8 | -24.4 | -6.0 | 6.4 | 2.4 | 8.2
CCOc1ccc2nc(NCCNC(=O)Nc3ccccc3)c(C#N)cc2c1 | 24.7 | 4.6 | 25.4 | -6.9 | -92.6 | 7.7 | -3.9 | 1.7 | 2.4
Clc1ccc(-c2cc(COc3ccc4ccccc4c3)no2)cc1 | 3.7 | -6.7 | -1.9 | -5.2 | 3.2 | 3.6 | -4.2 | -1.0 | 4.6
CCCCOCCCNC(=O)Cc1ccccc1OC | 0.0 | -1.6 | 2.3 | 0.4 | 4.4 | -1.1 | -4.1 | -3.2 | 2.2
CSCC[C@H](NC(=O)OC(C)(C)C)C(=O)N/N=C/c1cccc2cccnc12 | 9.8 | -8.7 | 1.7 | -1.2 | -17.3 | -2.2 | 6.2 | 2.2 | 13.2
CCCc1cc(=O)oc2cc(OCc3cc(OC)c(OC)c(OC)c3)c(Cl)cc12 | 0.8 | 10.2 | -2.3 | -1.9 | -0.8 | 2.6 | -1.1 | 0.0 | 9.3
O=c1[nH]c2cc(Cl)ccc2n(CCNc2ncc(C(F)(F)F)cc2Cl)c1=O | 2.2 | . | 3.0 | -4.0 | -2.8 | -4.4 | 5.8 | -1.3 | 1.2
O=C(O)c1nn(-c2ccccc2-c2n[nH]c(=O)[nH]c2=O)c(=O)[nH]c1=O | 11.9 | 2.9 | 2.6 | -3.4 | 1.4 | 4.6 | -2.2 | -0.8 | 1.2
O=C(CSCc1ccccc1)N1CCN(c2ccccc2)CC1 | -2.0 | -4.8 | -2.1 | 0.5 | -7.9 | -0.7 | 9.3 | 9.0* | 7.6
Cc1cc(C)n(C(=O)C2CCCN2S(=O)(=O)c2ccc(Cl)cc2)n1 (centres undefined) | -0.2 | -11.3 | 0.7 | -4.4 | 3.0 | -0.9 | -7.3 | -0.1 | 24.8
O=C(CN1C(=O)NC2(CCCCCCC2)C1=O)N1CCN(C(=O)c2ccco2)CC1 | 0.4 | -9.7[fluorescence artefact?] | -0.9 | 0.3 | -18.4 | 0.5 | -7.6 | -1.4 | 8.8
O=S(=O)(c1ccc(F)cc1)N1CC2CCCN2c2ccc(C(F)(F)F)cc21 (centres undefined) | 1.2 | -0.6 | 4.8 | -1.0 | -14.5 | -2.4 | -5.3 | 1.4 | 3.7
Cc1ccc(C(=O)NNC(=O)Cn2nnc3ccccc32)cc1 | 14.7 | -0.4 | -0.6 | -3.4 | 0.6 | 0.5 | -2.3 | 3.7 | 1.1
C=CCn1c(SC)nc2sc3c(c2c1=O)CCc1ccccc1-3 | 0.7 | -15.4 | 0.2 | -2.2 | -19.4 | 1.0 | 1.3 | -2.2 | 8.8
CCOC(=O)C1=C(C)NC(=S)NC1c1ccc(C)s1 (centres undefined) | 8.8 | -7.8 | 1.5 | -1.5 | -1.7 | 2.1 | -2.1 | -0.9 | 6.2
NC(=O)C1CCN(C(=O)/C=C/c2ccccc2[N+](=O)[O-])CC1 | -10.2 | 5.4 | -1.6 | -4.5 | -0.4 | 0.0 | 3.0 | -1.6 | 5.3
CCOC(=O)c1sc(C)nc1C1CCN(C(=O)OCC)CC1 | -0.3 | -7.6[fluorescence artefact?] | 1.1 | 4.1 | -18.7 | -0.2 | -6.2 | -0.1 | 13.9
CC(C)(C)OC(=O)N1CCC[C@H]1c1nnc(SCC(=O)Nc2cccc(Cl)c2)o1 | 2.0 | -3.9 | 3.8 | 2.4 | -3.1 | -1.3 | -0.9 | -0.9 | 4.6
O=C(OCc1nnc(-c2ccccc2)o1)c1ccc2c(c1)C(=O)N(CCc1ccccc1)C2=O | 0.5 | 5.5 | -1.8 | 2.4 | -1.6 | -3.4 | 8.1 | -3.5 | 8.6
CC[n+]1c(C=C2C=C(C)OC(C)=C2)sc2ccccc21 | 14.4 | -16.0 | -7.1 | -12.3 | 2.4 | -3.9 | -2.0 | 1.8 | 9.3
Cc1nnc(SCC2=C(C(=O)O)N3C(=O)C(NC(=O)Cn4nc(C(F)F)c(Cl)c4C)C3SC2)s1 (centres undefined) | 34.3 | 0.2 | -3.1 | -2.5 | -29.5 | 2.6 | -0.6 | -2.0 | 1.5
Cc1cc2nc(CCN(Cc3cccnc3)C(=S)Nc3ccc(F)cc3)[nH]c2cc1C | -1.4 | -5.2 | 2.8 | -3.4 | 6.6 | . | 6.2 | -2.6 | 14.8
CC(C)=CCN1CCN(Cc2cc(C(C)C)n[nH]2)CC1CCO (centres undefined) | 20.0 | -3.9 | 1.1 | -6.2 | 3.0 | -1.9 | -1.3 | -2.9 | 9.3
CC1(C)CC(N2CCOCC2)=CC(=[N+]2CCOCC2)C1 | 27.1 | 16.8 | 7.0 | -6.2 | -1.7 | -8.9 | 3.6 | 4.7 | 1.1
N#Cc1c(-c2ccccc2)nc(-c2ccccc2)[nH]c1=O | -0.7 | 42.1 | 0.8 | 1.5 | -9.1 | 1.3 | 1.7 | -2.1 | 21.3
COc1cccc(C2N(c3cccc(Cl)c3)C(=O)C3CCCN32)c1OC (centres undefined) | -0.2 | 5.1 | -3.8 | -2.1 | -1.0 | 0.7 | -2.0 | -3.0 | 10.8
COc1ccc2[nH]c(=O)c(C(c3nnnn3CC3CCCO3)N3CCCCC3)cc2c1 (centres undefined) | 22.5 | -14.0 | 2.6 | -12.8 | 2.4 | -0.3 | -3.2 | -2.2 | 4.9
O=C(CCS(=O)(=O)c1ccccc1Cl)Nc1ccc(S(=O)(=O)Nc2ncccn2)cc1 | 9.3 | -3.3 | 0.8 | -8.1 | 13.7 | 1.0 | -3.5 | -2.3 | 0.5
